From PubChem BioAssay
PTHR1 agonist: PTHR1 (human) receptor agonism | Q03431 | actives 0.075% (n = 410,000) | Potency, µM (doses to about 115 µM), inactives show top-dose activation, most hits filed as activators | HEK293 GP2 PTHR1 cells, GloSensor cAMP luminescence, 1 h; also: nearly all actives have a fitted effect of over 55% in size; some results filed as inactive show a strong effect at the top dose; inactives centre near -15; many of its hits are not listed in these tables
Target sequence (Q03431 whole entry, looked up): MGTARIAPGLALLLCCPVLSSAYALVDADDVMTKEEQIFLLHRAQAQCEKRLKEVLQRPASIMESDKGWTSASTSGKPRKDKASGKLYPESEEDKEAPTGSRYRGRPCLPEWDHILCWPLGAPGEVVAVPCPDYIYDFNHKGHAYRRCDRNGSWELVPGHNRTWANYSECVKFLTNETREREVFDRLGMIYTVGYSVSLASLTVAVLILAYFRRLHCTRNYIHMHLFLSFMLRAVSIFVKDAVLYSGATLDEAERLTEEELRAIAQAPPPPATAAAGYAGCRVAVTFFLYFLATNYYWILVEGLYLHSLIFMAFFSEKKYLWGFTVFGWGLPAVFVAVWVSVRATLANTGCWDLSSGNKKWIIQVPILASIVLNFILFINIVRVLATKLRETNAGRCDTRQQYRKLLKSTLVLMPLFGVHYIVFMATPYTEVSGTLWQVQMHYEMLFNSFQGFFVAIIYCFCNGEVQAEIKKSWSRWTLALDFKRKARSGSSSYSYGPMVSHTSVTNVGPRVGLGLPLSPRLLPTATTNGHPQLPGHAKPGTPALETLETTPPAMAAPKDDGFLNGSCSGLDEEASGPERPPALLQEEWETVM
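HEK-293-derived GP2 cells expressing PTHR1 and a GloSensor cAMP reporter, 3,000/well, plated overnight, given luciferin plus IBMX (each 0.5 mM as added) for 1 h at 37 °C, then compound for 1 h at 37 °C. Luminescence was read after 15 min at room temperature.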
GLP-1R inv ag: GLP-1 receptor (human) inverse agonism. P43220. HEK293 GLP-1R CRE-luciferase, luminescence, 24 h; GLP-1R form is constitutively active. Potency, µM (top dose mostly 38.3 µM), without a hit: top-dose activity change, negative = inhibition, hits mostly inhibitors. actives 1.6% (n = 410,000). AID 624417; also: % is scaled to controls: 0 for no effect and ±100 for the full control effect; nearly all actives have a fitted effect of over 55% in size
Target sequence (P43220 whole entry, looked up): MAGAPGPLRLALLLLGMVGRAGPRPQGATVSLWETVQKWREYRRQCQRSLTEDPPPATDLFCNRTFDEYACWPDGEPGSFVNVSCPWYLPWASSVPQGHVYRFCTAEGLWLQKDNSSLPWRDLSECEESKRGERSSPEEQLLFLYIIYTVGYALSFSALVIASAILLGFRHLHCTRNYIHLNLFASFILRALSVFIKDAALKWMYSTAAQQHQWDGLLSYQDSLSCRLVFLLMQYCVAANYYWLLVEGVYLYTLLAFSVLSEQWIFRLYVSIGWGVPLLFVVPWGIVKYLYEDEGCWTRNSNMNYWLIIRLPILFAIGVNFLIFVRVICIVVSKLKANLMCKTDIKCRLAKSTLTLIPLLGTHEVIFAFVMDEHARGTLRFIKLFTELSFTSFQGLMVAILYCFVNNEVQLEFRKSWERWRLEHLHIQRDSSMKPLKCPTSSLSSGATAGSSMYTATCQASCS
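Luminescence readout: a drop in cAMP-driven luciferase signal flags inverse agonism at a constitutively active GLP-1R stably expressed in HEK293. Compound exposure lasted 24 hr at 37 deg C, 5% CO2.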
GLP1R cytotox: cytotoxicity in counter-screen for GLP-1R inverse agonists; HEK293 cAMP-luciferase reporter cells, luminescence, 24 h; Potency, µM (doses to about 38.3 µM), without a hit: at the top dose activity change, negative = inhibition, actives largely listed as inhibitors; actives 0.13% (n = 410,000);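 also: loss of luciferase light is scored as toxicity; % is scaled to controls: 0 for no effect and ±100 for the full control effect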
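Here, cytotoxicity is scored as loss of luminescence. The MLSMR collection was tested on cells seeded in medium containing 10% Nu serum, with a 24 hr compound exposure preceded by 12 hours of culture.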
Active calls of the source: *; i = inactive; ? = inconclusive; [ ] = remark or other dose. Calls follow the shape of the dose curve; as a rule, active = well fitted curve in the direction sought with a large enough effect; inconclusive = small, poorly fitted or top-dose-only effect, or another doubt; inactive = no such curve, though single readings can be large; an effect the other way counts as inactive or inconclusive. Potency is read from the fitted curve at half-maximal effect.

Order of results – PTHR1 agonist	GLP-1R inv ag	GLP1R cytotox
Cc1csc2nc(COC(=O)CNC(=O)c3ccccc3)cc(=O)n12
  -4.6%	15.7%	-1.8%
O=C(Nc1ccc(Cl)c(Cl)c1)c1cc(S(=O)(=O)N2CCN(c3cccc(Cl)c3)CC2)ccc1F
  -39.9%[inhibitor]	?	4.3%
Cc1ccc(Cn2c(CN3CCC(C(=O)NCC(C)c4ccccc4)CC3)cc3ccccc32)cc1 (centres undefined)
  i	-6.7%	-8.5%
Cc1ccc(NC(=O)c2cccc(NC(=O)N3CCSc4ncccc43)c2)cc1Cl
  i	6.3%	1.8%
Cn1nc(-c2ccccc2F)c2cc(C(=O)NCCc3ccc(Cl)cc3)sc21
  -13.8%	?	0.6%
Cc1nc(N2CCOCC2)c2c(C(=O)N3CCN(c4ccc(Cl)cc4)CC3)c(C)oc2n1
  -36.5%[inhibitor]	-9.0%	0.2%
O=C(CN1C(=O)COc2ccc(S(=O)(=O)N3CCCCCC3)cc21)Nc1cccc(Cl)c1
  -78.7%[inhibitor]	?	-25.2%
CCCSc1ncc(Cl)c(C(=O)N2CCN(c3cccc(Cl)c3)CC2)n1
  -11.6%	?	0.8%
O=C(Cn1c(=O)n(Cc2nc(-c3ccccc3)no2)c(=O)c2ccccc21)Nc1cccc(C(F)(F)F)c1
  -21.3%	10.7%	1.0%
CCc1ccc(NC(=O)c2oc3c(c2C)-c2[nH]ncc2CC3)cc1
  -10.0%	14.4%	-2.1%
CC(C)(C)c1ccc(C(=O)NCCc2csc(-c3ccc(Cl)cc3)n2)cc1
  i	10µM*	-4.0%
CCOc1ccccc1NC(=O)N1CCC(N2CCN(Cc3ccccc3)C(=O)C2=O)CC1
  i	10.9%	5.0%
CC1=C(c2ccc(C)cc2)S(=O)(=O)NC1=NCCCN1CCN(c2ccccc2F)CC1
  i	?	-15.7%
CCc1ccc(C(=O)c2cn(CC(=O)NCCc3ccc(OC)c(OC)c3)c3nc(C)ccc3c2=O)cc1
  -4.6%	1.0%	3.8%
CC(=O)Nc1c(C)nn(-c2ccccc2)c1N1CCC(C(=O)Nc2ccccc2F)CC1
  -23.9%	20.4%	-1.3%
CCOc1ccc(-c2nc3c(C#N)c[nH]n3c2NC2CCCC2)cc1
  i	12.1%	-6.5%
CCc1c(CN2CCN(c3ccccc3F)CC2)csc1C
  -4.9%	-17.9%	-14.3%
O=C(CCC(=O)N1CC2CCCN2c2ccccc21)NCc1ccccc1Cl (centres undefined)
  6.4%	-23.1%	7.4%
Cc1ccc(C)c(NC(=O)CCc2c(C)nn(-c3ccc(N4CCCC4)nn3)c2C)c1
  i	4.1%	-10.5%
CCC(=O)C1=C(c2ccc(F)cc2)N(C(=O)CC)n2c(nnc2C2CCCCC2)S1
  i	4.6%	-1.0%
CCOC(=O)N[C@H](Cc1c[nH]c2ccccc12)C(=O)Nc1cccc(Cl)c1
  -5.7%	?	0.0%
Cc1cc(C)n(C(C)CC(=O)Nc2ccc(C)c(N(C)C)c2)n1 (centres undefined)
  -13.3%	-12.6%	-11.0%
Cc1cc(=O)n2nc(N(C)CC(=O)NCc3ccc(Cl)cc3)sc2n1
  i	7.1%	0.1%
COc1ccc(CNC(=O)c2ccc3c(O)c(S(=O)(=O)c4ccccc4)c(=O)[nH]c3c2)cc1
  i	0.6%	-10.8%
CC(C)n1c(=N)c(C(=O)NCc2cccnc2)cc2c(=O)n3ccccc3nc21
  -13.5%	1.1%	82.3%[activator]
CCn1nc(C)c2c(-c3ccccc3)cc(=O)n(C(C)C(=O)NCc3cccc(OC)c3)c21 (centres undefined)
  -19.8%	?	-6.1%
COC(=O)c1cccc(NC2=NS(=O)(=O)c3ccccc32)c1
  -6.4%	14.0%	-0.2%
Cc1cccc(OCC(=O)N(Cc2ccc(N(C)C)cc2)Cc2ccco2)c1C
  -85.2%[inhibitor]	10µM*	2.2%
CCOC(=O)Cn1c(=O)cc(C(F)(F)C(F)(F)F)c2c(C)nn(CC)c21
  10.1%	5.9%	-13.6%
COc1ccc(Cl)cc1NC(=O)NCCc1c(C)nn(C)c1C
  i	-5.2%	-4.6%
CSc1ccc(C2c3c(oc4ccc(F)cc4c3=O)C(=O)N2c2ccc(C)cn2)cc1 (centres undefined)
  -3.3%	14.1%	0.8%
Cc1ccc(-c2cc(C(=O)N3CCN(S(=O)(=O)c4ccc(Br)cc4)CC3)[nH]n2)c(C)c1
  -2.9%	17.8%	0.0%
Clc1cccc(-n2ncc3c(N4CCCCCC4)ncnc32)c1
  -1.6%	?	-2.0%
Cc1ccc(OC(=O)c2snnc2C)cc1C
  ?	12.6%	-1.2%
CCOC(=O)c1c(N)n(-c2cccc(C)c2C)c2nc3ccccc3nc12
  -4.1%	8.0%	2.2%
Cc1ccc(-c2cc3c(n2-c2ccccc2F)CC(C)(C)CC3=O)cc1
  -37.8%[inhibitor]	1.6%	-3.6%
COc1ccc(C)cc1NC(=O)CN(C)S(=O)(=O)c1ccc2[nH]c(=O)oc2c1
  i	4.6%	2.3%
Cc1cccc(NC(=O)CSc2nc3ccc(NC(=O)c4ccccc4)cc3s2)c1
  -5.9%	-26.5%	-18.1%
Cc1cccc(C)c1NC(=O)Cn1cc(C(=O)c2ccco2)c2ccccc21
  -19.1%	-7.7%	-0.7%
CC1CCc2c(sc(NC(=O)C3c4ccccc4Oc4ccccc43)c2C(=O)OC(C)C)C1 (centres undefined)
  -45.9%[inhibitor]	2.4%	2.7%
CCOc1ccc(CCNC(=O)c2ccc(-c3nc(COc4ccc(C)cc4)c(C)o3)cc2)cc1
  -15.3%	2.7%	2.0%
CCOc1ccccc1-n1nnc(-c2nc(-c3ccccc3C)no2)c1C
  13.7%	9.5%	1.3%
CCCOc1cccc(C(=O)Nc2ccc(-c3nc4ccccc4o3)cc2)c1
  -18.2%	15.8%	0.0%
CN(CC(=O)NCc1ccccc1)S(=O)(=O)c1ccc2[nH]c3c(c2c1)CCCC3
  -16.3%	?	-4.2%
Cc1ccccc1CNC(=O)C(=O)NCC(c1cccs1)S(=O)(=O)c1ccc(Cl)cc1 (centres undefined)
  -8.5%	?	1.9%

The last 2 compounds of the part before come first, to join the parts.
Order of results – PTHR1 agonist	GLP-1R inv ag	GLP1R cytotox
CN(CC(=O)NCc1ccccc1)S(=O)(=O)c1ccc2[nH]c3c(c2c1)CCCC3
  -16.3%	?	-4.2%
Cc1ccccc1CNC(=O)C(=O)NCC(c1cccs1)S(=O)(=O)c1ccc(Cl)cc1 (centres undefined)
  -8.5%	?	1.9%
Cc1ccccc1CCNC(=O)c1ccc(NC(=O)N2CC(C)Sc3ccccc32)cc1 (centres undefined)
  i	?	-4.6%
CCc1ccc(-n2nnc(-c3nc(-c4cccs4)no3)c2N)cc1
  i	13.8%	0.5%
COc1cc(C(=O)N2CCN(CCc3ccncc3)CC2)cc(OC)c1OC
  i	2.4%	-1.6%
CCOC(=O)c1cccc(NS(=O)(=O)c2ccc(-c3cnc(C4CC4)o3)cc2)c1
  i	?	-23.8%
CCN1CCN(c2oc(/C=C/c3ccc(OC)c(OC)c3)nc2C#N)CC1
  -7.7%	-6.3%	11.3%
CCCSc1nc(-c2ccc(OC)cc2)cc(-c2ccccc2OC)c1C#N
  i	-24.5%	-7.2%
Cc1ccc(-c2cc3c(n2-c2ccc(F)cc2)CC(C)(C)CC3=O)cc1
  i	-1.5%	-7.0%
COc1ccc(CCC(=O)NC2CC(=O)N(c3cccc(F)c3)C2)cc1 (centres undefined)
  15.2%	-0.7%	-10.1%
COc1ccc(CCNC(=O)c2c(Nc3ccccc3C)sc(C(=O)c3ccccc3)c2N)cc1OC
  -20.7%	-22.8%	-14.7%
CCN(Cc1ccccc1)S(=O)(=O)c1ccc(F)c(C(=O)Nc2cc(C(F)(F)F)ccc2Cl)c1
  -12.2%	?	0.2%
CC(=O)c1cccc(NC(=O)c2cc(-c3ccc(Cl)s3)nc3ccccc23)c1
  i	15.3%	13.6%
COc1ccc(-c2cn3nc(N4CCCC(C(=O)Nc5cccc(OC)c5)C4)sc3n2)cc1 (centres undefined)
  -15.6%	?	-26.1%
O=C(Nc1cc(F)ccc1F)c1cc2nc(-c3ccco3)cc(C(F)(F)Cl)n2n1
  i	8.9%	162.6%[activator]
COc1ccc(CNC(=O)C(=O)NCC(c2ccco2)S(=O)(=O)c2cccs2)cc1 (centres undefined)
  i	-6.3%	-2.0%
COc1ccc(NC(=O)CN2CCCN(Cc3ccccc3)S2(=O)=O)cc1
  i	-9.6%	17.2%
COc1ccc(S(=O)(=O)NCCc2sc3nc(-c4ccc(C)cc4)nn3c2C)cc1C
  -74.7%[inhibitor]	?	-9.5%
Cc1cc2c(cc1NC(=O)c1ccccc1C)n(C)c(=O)c(=O)n2C
  -32.3%[inhibitor]	11.5%	-3.2%
Cc1ccccc1OC(=O)c1cc(-c2ccc3c(c2)OCCO3)on1
  i	21.8%	8.4%
Cc1cccc(Cn2cc(C(=O)Nc3ccc(F)c(C(F)(F)F)c3)ccc2=O)c1
  -32.0%[inhibitor]	10µM*	-10.3%
CC(=O)C1=C(c2ccc(Cl)c(Cl)c2)N(C(C)=O)n2cnnc2S1
  -2.2%	?	?
Cn1nc(C(=O)NCc2ccc(F)cc2)c2c1-c1ccccc1SC2
  -68.6%[inhibitor]	?	-10.1%
COc1cc(CN(C(=O)COc2ccc(Cl)c(C)c2)c2ccccn2)cc(OC)c1OC
  -8.0%	?	-11.8%
O=C(NCC(c1ccc2c(c1)OCO2)N1CCOCC1)c1ccccc1 (centres undefined)
  ?	12.3%	12.4%
Cc1sc2ncn(CC(=O)N3CCN(c4ccc(F)cc4)CC3)c(=O)c2c1S(=O)(=O)N1CCC(C)CC1
  -22.2%	-28.0%	-11.3%
CN(CC(=O)Nc1cccc(C#N)c1)S(=O)(=O)c1cc2c(cc1Cl)NC(=O)CO2
  -26.7%	8.4%	3.9%
Cc1ccc(C)c(NC(=O)C2CCCN(c3ncnc4onc(C)c34)C2)c1 (centres undefined)
  -2.5%	8.2%	3.6%
Cc1ccccc1Cn1c(SCc2ccc(C(=O)NC3CCCCC3)cc2)nc2ccncc21
  -21.6%	9.0%	10.9%
O=C(NCCc1ccccc1Cl)c1ccc2c(c1)nc1n2CCOC1
  -56.6%[inhibitor]	?	-19.5%
CCC(Sc1nc2ccccc2c2nc(CCc3c(C)n[nH]c3C)nn12)C(=O)Nc1ccccc1F (centres undefined)
  i	7.5%	-2.9%
CCc1nn(CC(=O)NCCC(C)C)c(=O)c2cc3occc3n12
  7.0%	11.6%	4.1%
Cc1ccc(-c2cc(C(F)(F)F)c(C#N)c(SCC(=O)Nc3ccccc3)n2)cc1
  i	10.4%	0.1%
O=C(NC1CC(=O)N(c2ccc(F)cc2)C1)C1CCCC1 (centres undefined)
  i	-0.6%	-3.0%
Cc1ccc(C(=O)NCC(c2ccc3c(c2)OCO3)N2CCOCC2)cc1 (centres undefined)
  i	14.2%	1.0%
Cc1ccc(C)c(NC(=O)c2nnn(Cc3ccc(F)cc3Cl)c2N)c1
  -36.5%[inhibitor]	?	-0.2%
Cn1c(=O)n(CCc2ccccc2)c(=O)c2c1nc1n2CCN1c1ccc(Cl)cc1
  -19.8%	8.8%	-19.0%
CCOc1ccccc1NC(=O)Cn1cnc2c1c(=O)n(C)c(=O)n2C
  -23.5%	5.7%	-1.8%
Cc1cc(C)cc(-n2ccn(CC(=O)Nc3cc(C)ccc3C)c(=O)c2=O)c1
  i	10.4%	7.1%
CCOc1ccc(CNC(=O)CCS(=O)(=O)c2cc3c4c(c2)CCN4C(=O)CC3)cc1
  i	-9.0%	0.3%
CC1C(=O)N2CCCc3cc(S(=O)(=O)Nc4ccc(Br)cc4F)cc1c32 (centres undefined)
  i	-6.6%	4.4%
COCCNC(=O)c1ccc2c(=O)n(CCOC)c(SCC(=O)c3c[nH]c4ccccc34)nc2c1
  ?	13.1%	2.0%
CCn1c(C)c(C)c2cc(C(=O)NCCc3cc(OC)ccc3OC)ccc21
  i	?	1.0%
COc1ccc(CCNC(=O)CCc2c(C)nc3c(c(C)nn3-c3ccccc3)c2C)c(OC)c1
  i	1.2%	10.4%

Entries above containing bromine, in the order listed:
Order of results – PTHR1 agonist	GLP-1R inv ag	GLP1R cytotox
Cc1ccc(-c2cc(C(=O)N3CCN(S(=O)(=O)c4ccc(Br)cc4)CC3)[nH]n2)c(C)c1
  -2.9%	17.8%	0.0%
CC1C(=O)N2CCCc3cc(S(=O)(=O)Nc4ccc(Br)cc4F)cc1c32 (centres undefined)
  i	-6.6%	4.4%

Not all compounds are listed, so the mix of outcomes need not match the whole.
